PNC assembly inh: blocks assembly of the perinucleolar compartment | PC3M PTB-GFP, PNC prevalence imaging, 16 h; stronger effect = lower value | actives 3.1% (n = 140,000) | AID 2417 | activity change (PNC), negative = inhibition, % at 10 µM;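 active means readout at or below -70, meaning at least 70% loss of cells showing the perinucleolar compartment, a nuclear body marking cancer cells; inconclusive means readout between -30 and a set limit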;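 further: plate controls were DMSO wells for no effect and camptothecin positive control wells for full effect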
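Read-out is percentage of cells bearing a perinucleolar compartment, from automated 20x imaging of fixed, Hoechst-stained PC3M PTB-GFP cells. Cells were seeded 4 h, then exposed 16 h to compound (23 nl of library stock) in duplicate plates.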
12-hLO inh: 12-hLO (ALOX12) enzyme inhibition. purified 12-hLO, xylenol orange hydroperoxide absorbance. Potency, µM (series often up to 57.1 µM), for inactives: top-dose activity change, negative = inhibition, usual class: inhibitors. AID 1452. actives 0.12% (n = 150,000). P18054; further: potency means the concentration at half of the fitted maximal effect; nearly all actives have a fitted effect of over 55% in size; many of its hits are not listed in these tables
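Hydroperoxide output read as Fe(III)-xylenol orange absorbance, 573-to-405 nm ratio, after 30 min reaction with 40 uM arachidonic acid. Enzyme: 150 nM purified human 12hLO, 15 min compound preincubation; 25 mM Hepes pH 7.0, room temperature.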
15-hLO-2 inh: inhibitors of human 15-lipoxygenase 2 (ALOX15B); O15296; purified 15hLO-2, xylenol orange hydroperoxide absorbance; Potency, µM (titrated, usually from 57.1 µM), for the others: at the top dose activity change, negative = inhibition, actives largely listed as inhibitors; actives 0.56% (n = 110,000); AID 881; further: potency means the concentration at half of the fitted maximal effect; nearly all actives have a fitted effect of over 60% in size; many of its hits are not listed in these tables
Target sequence (O15296 whole entry, looked up): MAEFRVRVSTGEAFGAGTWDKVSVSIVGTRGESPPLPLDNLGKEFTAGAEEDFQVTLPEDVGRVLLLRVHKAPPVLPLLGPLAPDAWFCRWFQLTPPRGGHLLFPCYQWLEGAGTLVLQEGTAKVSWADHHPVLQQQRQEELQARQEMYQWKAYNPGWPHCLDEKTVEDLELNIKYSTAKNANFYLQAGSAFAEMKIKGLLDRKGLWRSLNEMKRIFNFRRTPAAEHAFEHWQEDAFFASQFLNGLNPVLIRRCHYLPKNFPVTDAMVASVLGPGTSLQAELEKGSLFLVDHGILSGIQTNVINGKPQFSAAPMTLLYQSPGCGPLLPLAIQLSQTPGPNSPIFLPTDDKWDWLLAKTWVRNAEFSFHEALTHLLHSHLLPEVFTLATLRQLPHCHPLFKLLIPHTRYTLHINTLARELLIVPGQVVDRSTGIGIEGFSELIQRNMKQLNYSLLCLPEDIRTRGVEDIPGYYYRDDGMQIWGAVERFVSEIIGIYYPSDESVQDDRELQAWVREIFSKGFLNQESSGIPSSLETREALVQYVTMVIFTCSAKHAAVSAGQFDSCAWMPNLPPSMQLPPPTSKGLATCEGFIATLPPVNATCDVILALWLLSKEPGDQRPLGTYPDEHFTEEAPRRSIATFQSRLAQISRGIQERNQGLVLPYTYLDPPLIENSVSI
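Purified human 15hLO-2 (50 nM) preincubated 15 min with compound, then 45 uM arachidonic acid for 90 min at RT in 25 mM Hepes pH 7.5, 0.01% Triton X-100. Hydroperoxide detected by Fe-xylenol orange; 573/405 nm absorbance ratio.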
IMPase inh: membrane-permeable compound that blocks inositol monophosphatase | 120,000 tested, under 10 active | inhibition (IP1 accumulation), % at 46.1 µM | P97697 | CHO-M1 cells, IP1 accumulation, HTRF TR-FRET ratio; active means well fitted curve in the direction sought with a large enough effect in the signal ratio, not every such curve was filed as active; inconclusive means small, poorly fitted or top-dose-only effect, or a change in a side signal; inactive means no such curve, though single readings can be large or run the other way; the % refers to the signal ratio;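 further: cells stimulated with carbachol in lithium chloride buffer; plate controls were DMSO basal wells for no effect and reference inhibitor wells for full effect; higher means more IMPase inhibition seen as more IP1 and lower FRET ratio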
Target sequence (P97697 whole entry, looked up): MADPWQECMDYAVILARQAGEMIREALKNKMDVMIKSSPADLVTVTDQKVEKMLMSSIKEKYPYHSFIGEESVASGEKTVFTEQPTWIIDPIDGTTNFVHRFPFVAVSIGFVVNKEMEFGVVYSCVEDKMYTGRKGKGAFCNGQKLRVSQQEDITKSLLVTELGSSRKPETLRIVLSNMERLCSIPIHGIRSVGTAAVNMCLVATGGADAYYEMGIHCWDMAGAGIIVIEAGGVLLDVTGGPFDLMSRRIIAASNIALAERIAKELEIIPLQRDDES
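In this qHTS, compounds (final up to 46 uM) act on CHO-M1 cells that are then activated through the M1 receptor with carbachol, in pH 7.4 buffer containing 50 mM LiCl, for 30 min. IP1 accumulation is quantified by the IP-One immunoassay.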
* marks the source's active call; other numbers are inactive results; ? = inconclusive; . = not tested or not shown; [ ] = dose if it differs, or a comment. Unless noted, the call rests on the fitted dose curve; in most records, active means well fitted curve in the direction sought with a large enough effect; inconclusive means small, poorly fitted or top-dose-only effect, or another doubt; inactive means no such curve, though single readings can be large; an effect the other way counts as inactive or inconclusive. Unless noted, on the % scale 0 is the no-effect control and ±100 the full control effect.

Every second line gives: IMPase inh, 12-hLO inh, PNC assembly inh, 15-hLO-2 inh
- CC1CCCN(C(=O)c2cccc(S(=O)(=O)Nc3cc(C(F)(F)F)ccc3Cl)c2)C1 (stereo not drawn)
→ -4.4, -2.2%, 26.0, .
- CCS(=O)(=O)N1CCN(C(=O)c2cccs2)CC1
→ -9.5, 7.1%, ?, -4.0%
- Nc1c(C(=O)c2ccc(Cl)cc2)oc2ccccc12
→ ., -1.6%, 54.3, .
- COc1cccc(-c2csc(NC(C)=O)n2)c1
→ -16.6, -1.9%, -5.1, -12.6%
- COc1ccc2nc(NC(=O)C(NS(=O)(=O)c3cccs3)C(C)C)sc2c1 (stereo not drawn)
→ 5.1, 2.4%, 3.1, -6.0%
- CN(C)S(=O)(=O)N1CCC(C(=O)O)(c2ccccc2)CC1
→ -2.2, 3.8%, ?, 6.8%[2.29 µM]
- CCCCC1CCC(c2nc(-c3ccccn3)no2)CC1 (stereo not drawn)
→ 10.5, -17.0%, 0.5, 27.7%
- COC(=O)C1=C(C)N(CCc2ccccc2)C(=O)/C1=C\c1ccco1
→ ., -20.6%, ?, .
- O=C(NCCCN1CCN(C2CCCCC2)CC1)Nc1ccccc1C(F)(F)F
→ -0.9, 7.2%, 57.3, 23.9%
- N#CC1=C(N)Oc2n[nH]c(-c3ccc(F)cc3)c2C1c1cccnc1 (stereo not drawn)
→ -5.5, -5.5%, 15.0, 12.7%
- CCN(CC)CCNC(=O)c1c(O)c2c([nH]c1=O)CCCC2
→ -5.8, 1.2%, ?, 6.9%
- CC(C)CNC(=O)CSc1nc2scc(-c3ccccc3)c2c(=O)[nH]1
→ ., -1.3%, ?, .
- CCC1(C(=O)OC)NC(c2ccco2)C2C(=O)N(c3ccc(C)cc3)C(=O)C21 (stereo not drawn)
→ -13.2, -7.3%, 16.5, -4.7%
- O=C(Nc1nc2ccc(SC(F)F)cc2s1)c1ccc2c(c1)S(=O)(=O)c1ccccc1C2=O
→ ., -2.6%, 23.3, .
- Cc1ccc(C2(C(F)(F)F)NC(=O)N3C(=C2C#N)Nc2ccccc23)cc1 (stereo not drawn)
→ 1.5, 0.5%, -9.6, -24.0%
- O=[N+]([O-])c1ccc(-c2nnc(-c3ccccc3)c(NCCCO)n2)cc1
→ ., 0.3%, -85.1*, .
- O=C(Nc1ccc(F)cc1)NC1(C(=O)NCc2ccco2)CCCCC1
→ 8.3, -1.4%, 25.2, 0.9%
- CCOC(=O)C1CCCN(Cc2sccc2C)C1 (stereo not drawn)
→ 12.8, -3.7%, -12.0, -12.9%
- Cc1nn(Cc2ccccc2Cl)c2sc(C(=O)NCCCn3ccnc3)cc12
→ 16.4, 3.0%, -23.7, 35.3%[activator]
- CCOC(=O)CC(=O)Nc1cc(Cl)ccc1O
→ 15.9, -5.7%, 30.9, -7.5%
- O=C(C1=C(O)C(=O)N(CCN2CCOCC2)C1c1cccnc1)c1cc2ccccc2o1 (stereo not drawn)
→ -28.3, -7.1%, -15.9, -19.5%
- Cc1c(N=CN2CCOCC2)c(=O)n(C)c(=O)n1C
→ 7.1, -5.0%, -13.8, -1.4%
- CCn1c(SCC(=O)O)nnc1-c1cc2c(C)nn(-c3ccccc3)c2s1
→ -8.4, 0.2%, -4.1, -9.0%
- COCc1[nH]nc2c1C1(CCC3(CC1)OCCO3)C(C#N)=C(N)O2
→ -13.5, -2.4%, 4.8, -9.5%
- CC(NC(=O)CSc1nc2ccccc2c(=O)[nH]1)c1ccccc1 (stereo not drawn)
→ -18.5, 2.1%, -7.4, .
- COC(=O)c1cc(NC2c3ccccc3C(=O)N2CCN2CCOCC2)cc(C(=O)OC)c1 (stereo not drawn)
→ 10.4, -1.9%, 35.7, 4.2%
- CCOC(=O)c1oc2nc3c(cc2c1N)COC(C)(C)C3
→ -7.3, 0.0%, 2.9, 5.7%
- CCOC(=O)c1c(NC(NC(=O)C(C)C)C(Cl)(Cl)Cl)sc2c1CCC2 (stereo not drawn)
→ ., -3.5%, ?, .
- Cn1cnnc1SCC(=O)Nc1ccc2nc(SCc3cccc4ccccc34)sc2c1
→ -4.7, -0.5%, ?, 21.9%
- CC1(C)CC(=O)C=C(OC(=O)c2ccc(Cl)cc2)C1
→ 11.4, 0.2%, -15.2, -1.2%
- COc1cc(OC)cc(-n2nnnc2SCC(=O)N2CCCC2)c1
→ 8.4, 0.6%, ?, 2.2%
- Cc1cccc(N2CCN(C(=O)c3cn(C)c(=O)c4c3c3ccccc3n4C)CC2)c1C
→ -0.6, -9.0%, ?, 16.1%
- C/C(=N/n1cnnc1)c1cccnc1
→ 2.4, 3.2%, -20.8, -0.7%
- Cc1cccc(OCC(=O)Nc2ccccc2C(=O)N2CCOCC2)c1
→ ., -1.4%, 2.0, .
- C=CCSc1nnc(NC(=O)c2cccc(S(=O)(=O)N(C)c3ccccc3)c2)s1
→ ., 0.1%, 53.0, .
- CCc1nc2cc([N+](=O)[O-])c([N+](=O)[O-])cc2[nH]1
→ ., -4.5%, -3.1, .
- CCCC(C)NS(=O)(=O)c1ccccc1 (stereo not drawn)
→ -0.7, 7.6%, 37.8, -2.6%
- COc1cc2nc(SCc3ccc(Cl)cc3Cl)n(Cc3cccs3)c(=N)c2cc1OC
→ 1.7, 2.4%, 36.7, 38.8%[activator]
- COC(=O)c1ccc(Cl)c(NC(=O)c2ccc(-c3ccccc3)cc2)c1
→ 3.8, 2.2%, 28.3, 0.8%
- CS(=O)(=O)N1CCc2cc(S(=O)(=O)Nc3ccc4oc5c(c4c3)CCCC5)ccc21
→ 19.7, -16.2%, -27.0, -15.7%
- COc1cccc(NC(=O)CN2CCN(c3ccccc3F)CC2)c1
→ 0.4, -25.8%, ?, -10.6%
- O=C(CNC(=O)c1ccccc1F)N/N=C/c1cn[nH]c1-c1ccccc1
→ ?, 0.0%, -1.9, .
- CCCSc1nc(SCC(=O)NCc2ccccc2)c2c3c(sc2n1)COC(C)(CC)C3 (stereo not drawn)
→ -3.4, 5.7%, -22.2, 9.3%
- O=C(CSc1nnnn1C1CCCC1)Nc1ccc2c(c1)OCO2
→ -2.9, -8.6%, ?, 16.6%
- COc1ccc(CC(=O)Nc2c3c(nn2-c2ccccc2C)CS(=O)C3)cc1 (stereo not drawn)
→ -18.3, -6.2%, 39.7, .
- COc1ccccc1NS(=O)(=O)c1ccc2oc(SCc3ccc(F)cc3)nc2c1
→ ., -4.4%, ?, .
- Cc1ccc(CCNC(=O)C2CCC(CNc3c(N4CCCC4)c(=O)c3=O)CC2)cc1 (stereo not drawn)
→ 9.7, -5.2%, -21.4, 3.8%
- Cc1cc(C)c(NC(=O)C(C)Sc2nc3ccc(N4C(=O)c5ccccc5C4=O)cc3s2)c(C)c1 (stereo not drawn)
→ -3.0, 8.0%, -8.4, ?
- CC(=O)C1=C(C)NC(SCC(N)=O)=C(C#N)C1c1cccnc1 (stereo not drawn)
→ -4.2, -7.5%, -29.3, 6.6%
- O=C(Cn1cncc1-c1ccc([N+](=O)[O-])cc1)Nc1ccccc1F
→ ., -2.7%, 26.2, .

Next section
Every second line gives: IMPase inh, 12-hLO inh, PNC assembly inh, 15-hLO-2 inh
- CSc1ncc(C(=O)O)c(C)n1
→ -0.2, 5.9%, 83.2, .
- CC1(C(=O)N(Cc2ccccc2)Cc2ccccc2)CC1(Br)Br (stereo not drawn)
→ -0.4, -4.9%, 23.7, .
- Cc1c(NC(=S)NC(=O)Cc2ccccc2)cccc1C(=O)O
→ 0.5, -2.8%, 31.0, -12.1%
- Cc1ccc(Cl)cc1NC(=O)COC(=O)c1ccc(COc2ccc3c(C)cc(=O)oc3c2)cc1
→ ., -4.0%, -112.9*, .
- O=C(Nc1ccccc1)c1nnn(Cc2ccccc2)c1NC(=O)C(F)(F)F
→ 9.3, 5.4%, -29.4, -8.6%
- COc1ccc2c(CC(=O)OCC(=O)Nc3cc(C)c(C)cc3[N+](=O)[O-])coc2c1
→ ., 0.6%, ?, .
- Cc1cc(C)nc(Sc2ccc(/C=C(\C#N)C(=O)Nc3ccccc3)o2)n1
→ 14.7, -1.6%, 4.5, -21.2%
- Cc1cccc(Nc2nc(N3CCN(C)CC3)nc(N)c2[N+](=O)[O-])c1
→ ., -4.2%, 20.8, .
- N[C@@H](Cc1cccc([N+](=O)[O-])c1)C(=O)O
→ ., 2.8%[11.4 µM], ., -3.8%[11.4 µM]
- C#CCOCCOCCOCCNc1nc(N2CCN(C(=O)[C@H]([C@@H](C)O)n3cc(CCCCN)nn3)CC2)nc(N2CCN(C(=O)[C@H](Cc3ccc(O)cc3)n3cc(CCO)nn3)CC2)n1
→ ., 3.4%, 1.3, .
- CCN(CC)S(=O)(=O)c1ccc(NC(=O)COC(=O)c2ccc(-n3nc(C)cc3C)cc2)cc1
→ 1.9, 2.5%, 8.6, -2.4%
- Cc1cc(Br)ccc1SCC(=O)OCC(=O)N1CCN(C(=O)c2ccco2)CC1
→ -5.4, -8.4%, -9.4, -13.0%
- O=C(Nn1cnnc1)c1ccc(Br)s1
→ ., -4.5%, 47.3, .
- CN(CC(=O)NCCN1CCCCCC1)S(=O)(=O)c1cccc2nsnc12
→ 0.6, -2.3%, -11.7, 13.4%
- COc1cccc(C(=O)Nc2ccc3nc(N4CCOCC4)cc(C)c3c2)c1
→ 12.6, -6.4%, 39.1, 1.5%
- COCCOC(=O)C1=C(N)Oc2c(oc(CO)cc2=O)C1c1ccccc1F (stereo not drawn)
→ 1.4, -8.6%, ?, 1.8%
- COCCCN1C(=O)C(=O)/C(=C(/O)c2ccc(OC)cc2C)C1c1cccnc1 (stereo not drawn)
→ -16.0, -10.4%, 4.9, -5.6%
- Cc1oc(/N=C/c2ccc(Cl)cc2)c(C#N)c1C
→ 5.1, -7.7%, -13.7, -7.6%
- Cc1c(/C=N/NC(=O)CNc2ccccc2)c2ccccn2c1C(=O)c1ccccc1
→ 8.6, -0.7%, 37.0, .
- COc1ccc(-c2noc(CSc3ccccc3)n2)cc1OC
→ 3.7, -11.0%, -3.5, 18.4%
- CCC(C)NCC(=O)Nc1ccc(-c2nc3cc(NC(=O)CNC(C)CC)ccc3o2)cc1 (stereo not drawn)
→ -7.0, -2.6%, -10.6, 39.2%[activator]
- O=C1CC(SC(=Nc2ccccc2)Nc2ccccc2)C(=O)N1c1cccc2ccccc12 (stereo not drawn)
→ -2.4, -0.4%, 108.1, -14.9%
- Cc1cc(C)c2c(c1)c(C)cc1nnc(SCC(=O)NCc3ccco3)n12
→ -4.3, 13.3%, 23.1, -5.3%
- CCCCSC1=C(C#N)C(c2ccccc2C)C(C(=O)OCC)C(=O)N1 (stereo not drawn)
→ -13.8, -16.1%, 12.2, -11.5%
- CCOC(=O)CNC(=O)CSc1nnc(-c2ccco2)n1Cc1ccco1
→ -3.8, -15.0%, 15.6, 10.0%
- CC1CC(C)CN(Cc2nc3c(c(=O)n(C)c(=O)n3C)n2CCN2CCOCC2)C1 (stereo not drawn)
→ 2.1, 3.7%, 31.9, -3.4%
- O=C(c1ccc([N+](=O)[O-])cc1)[C@@H](Br)[C@@H](Br)c1ccnc2ccccc12
→ ., -3.2%[11.4 µM], ., -18.7%[11.4 µM]
- CC(C)CSc1ncc(-c2cccc(C(F)(F)F)c2)cn1
→ 2.2, -2.2%, 46.8, .
- COc1ccc(C(=O)N2CCN(c3cccc(Cl)c3)CC2)c(OC)c1
→ -8.3, -3.0%, ?, -5.1%
- O=C(N/N=C/c1c[nH]c2ccc(Br)cc12)c1ccn(Cc2ccc(Cl)cc2Cl)n1
→ 3.8, -7.3%, 72.9, -14.0%
- O=c1cc(-c2ccc(O)cc2)oc2c([C@H]3O[C@@H](CO)[C@@H](O)[C@@H](O)[C@@H]3O)c(O)cc(O)c12
→ -3.0[20.6 µM], -5.2%[25.6 µM], ., -0.5%[25.6 µM]
- O=C(O)C1CSC(CCc2ccccc2)N1 (stereo not drawn)
→ -2.9, -2.0%, -10.8, -12.2%

This is a subset; the hit share may differ from the screen's.
